# Compound activity deposited in PubChem by several laboratories.
# DAX1 inh-1: inhibitors of human orphan nuclear receptor DAX1 (NR0B1); 340,000 compounds, 0.99% hits; inhibition, % at 6.75 µM; AID 504766; P51843; HEK293 Gal4-DAX1 luciferase reporter, luminescence;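 active means inhibition above the mean over all tested compounds plus 3 SD, cut at about 4.2% in these data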;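 further: 0% = DAX1-transfected cells with DMSO and 100% = empty-vector control cells with DMSO; inhibition shows as a rise in luminescence from relieved DAX1 repression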
# Target sequence (P51843 207-470 limits assumed): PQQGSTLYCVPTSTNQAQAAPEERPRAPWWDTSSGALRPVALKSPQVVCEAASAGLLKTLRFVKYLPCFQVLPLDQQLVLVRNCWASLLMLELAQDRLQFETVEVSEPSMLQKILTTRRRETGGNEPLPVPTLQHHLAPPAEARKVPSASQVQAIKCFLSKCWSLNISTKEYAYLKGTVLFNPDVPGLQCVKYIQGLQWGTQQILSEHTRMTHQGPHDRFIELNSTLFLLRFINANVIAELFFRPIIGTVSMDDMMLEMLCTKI
# NPR2 activator: GC-B (human) receptor activation; HEK293-GC-B cells, CNP EC30, cGMP TR-FRET; 0% at EC30 CNP, 100% saturating CNP; 370,000 compounds, 0.11% hits; activation, % at 10 µM;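 active means activation at 10 µM reaching about 35% in either raw or pattern-adjusted values, limit read from the data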
# sPLA2-III inh: Blocks human group III sPLA2 activity; 370,000 compounds, 0.56% hits; QFRET BODIPY PC-A2 liposome hydrolysis, fluorescence; inhibition, % at 12.2 µM; Q9NZ20;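 active means inhibition above mean plus 3 SD of compounds lying within the high and low control bounds, cut at about 19% in these data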;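 further: 0% = median of test compound wells and 100% = no enzyme DMSO wells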
# GAA850 FXN act: increases GAA850 frataxin promoter reporter activity; 360,000 compounds, 0.56% hits; HEK293 lucGAA850 FXN promoter luciferase reporter, 24 h; percent of 10 µM SAHA response; activation, % at 6 µM;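 active means activation above the average of all compounds screened plus 3 SD, cutoff fixed separately per campaign, cut at about 7.5% in these data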;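 further: 0% = DMSO wells and 100% = 10 µM SAHA wells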
# hgDAF-12 ag: agonists of H. glycines DAF-12 nuclear receptor | 370,000 compounds, 1.8% hits | HEK293 GAL4-hgDAF12 UAS-luciferase reporter, agonist luminescence; normalized to butyrate control | activation, % at 6.8 µM;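 active means activation above a cutoff set at the mean of all screened compounds plus 3 SD, cut at about 10% in these data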;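 further: 0% = DMSO wells and 100% = sodium butyrate wells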
# hcDAF-12 act: H. contortus DAF-12 activation, primary screen; HEK293 hcDAF-12 lit1-tk-luc reporter, luminescence; 0% DMSO, 100% Δ7-dafachronic acid; 370,000 compounds, 1.4% hits; AID 652067; activation, % at 6.8 µM;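 active means activation above the mean of all tested compounds plus 3 SD, cut at about 5.5% in these data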;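 further: 100% = response to 3 µM Δ7-dafachronic acid high control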
# ADAM10 inh: inhibitors of human ADAM10; O14672; recombinant ADAM10, EDANS/DABCYL FRET peptide cleavage, 3 h; inhibition, % at 7 µM; 370,000 compounds, 0.62% hits;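 active means inhibition above a per-campaign cutoff equal to the mean of compounds falling between control-based bounds plus 3 SD, cut at about 20% in these data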;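 further: 0% = DMSO wells while the 100% control is not disclosed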
# Target sequence (O14672 214-748 limits assumed): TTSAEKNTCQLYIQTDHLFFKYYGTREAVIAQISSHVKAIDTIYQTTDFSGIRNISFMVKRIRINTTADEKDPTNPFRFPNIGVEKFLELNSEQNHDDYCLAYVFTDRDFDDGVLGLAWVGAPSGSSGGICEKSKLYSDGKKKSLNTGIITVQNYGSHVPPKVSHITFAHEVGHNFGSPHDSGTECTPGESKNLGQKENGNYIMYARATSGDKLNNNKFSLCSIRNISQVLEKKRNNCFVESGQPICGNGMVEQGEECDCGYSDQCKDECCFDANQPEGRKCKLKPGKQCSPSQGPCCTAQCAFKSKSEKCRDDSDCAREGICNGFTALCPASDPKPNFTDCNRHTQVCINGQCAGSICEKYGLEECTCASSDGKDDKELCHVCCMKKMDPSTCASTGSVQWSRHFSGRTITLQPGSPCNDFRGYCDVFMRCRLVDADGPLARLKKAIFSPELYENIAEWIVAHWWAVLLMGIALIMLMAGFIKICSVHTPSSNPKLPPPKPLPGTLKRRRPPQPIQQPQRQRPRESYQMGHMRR
# ssDAF12 agonist: activators of S. stercoralis DAF-12 nuclear receptor | HEK293 ssDAF-12/GRIP1 lit1-tk-luc reporter, luminescence; % of 3 µM dafachronic acid response | activation, % at 6.8 µM | 370,000 compounds, 1% hits;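 active means activation above the mean over all tested compounds plus 3 SD, cut at about 0.9% in these data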;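 further: 0% = DMSO-only wells and 100% = 3 µM delta7-dafachronic acid wells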
# SMARCA2 activ: activators of SMARCA2 function. 370,000 compounds, 1% hits. AID 652017. MG213 cells, MMTV-luciferase reporter, dexamethasone, overnight. activation, % at 9.1 µM; in the data active means activation above about 7.8%;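 further: 0% = vehicle wells and 100% = reference activator wells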
# DAX1 inh-2: blocks DAX1 repression of SF-1 activated StAR promoter; HEK293T StAR-luciferase reporter, SF-1/DAX-1 repression relief; inhibition, % at 6.8 µM; 370,000 compounds, 1.1% hits; AID 652010;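 active means inhibition above the mean over all tested compounds plus 3 SD, cut at about 3.6% in these data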;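 further: 0% = DAX-1 cells with DMSO and 100% = cells lacking DAX-1 with DMSO; higher inhibition means more luminescence from relief of DAX-1 repression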
# NPR1 activator: GC-A (human) enzyme activation; P16066; HEK293 GC-A cells, cGMP TR-FRET, EC30 ANP; 0% at EC30 ANP, 100% saturating ANP; 370,000 compounds, 0.14% hits; activation, % at 10 µM; in the data active means activation above about 40%
# An asterisk follows results filed as active; i = inactive; nt = not tested or not shown; & = joins results of further samples.
SMILES,DAX1 inh-1,NPR2 activator,sPLA2-III inh,GAA850 FXN act,hgDAF-12 ag,hcDAF-12 act,ADAM10 inh,ssDAF12 agonist,SMARCA2 activ,DAX1 inh-2,NPR1 activator
O=C(COC(=O)Cc1cn2ccsc2n1)Nc1nc2ccccc2s1,1.5,4,0,-0.3,1.6,2.0,3,-0.2,4,-0.5,3
Cc1cn(-c2cc(C(=O)Nc3ccc(C)c(NC(=O)C(=O)c4c[nH]c5ccccc45)c3)cc(C(F)(F)F)c2)cn1,1.2&2.1,1&2,-1&7,-1.6&-0.9,1.0&0.2,2.6&0.6,-2&-2,-1.1&0.3,-3&-1,0.0&-0.3,2&1
CCCc1cc(C(=O)NCCc2ccc(OC)c(OC)c2)no1,0.9,-2,2,1.7,-1.3,-2.9,2,-0.7,-6,-0.9,5
COc1ccc(C[C@H]2c3cc(O)c(OC)cc3CC[N+]2(C)[O-])cc1O (some centres undefined),-0.6,-4,-8,0.4,-1.6,-0.4,-42,-1.4,2,-0.1,-7
Cc1ccc(S(=O)(=O)C(C#N)c2nc3ccccc3nc2N2CCCC2)cc1 (centres undefined),-0.3,0,-28,-1.3,-3.8,1.4,i,-1.0,1,-1.4,2
COc1cc(/C=N/NC(=O)c2ccncc2)ccc1OC(=O)c1cc(OC)c(OC)c(OC)c1,-0.8,7,2,1.0,-0.2,-2.2,-2,-0.5,-4,0.0,0
O=C(Nc1ccnn1C1CCN(C/C=C/c2ccc(F)cc2)CC1)C1CCCC1,0.1,-4,-14,1.7,-0.2,-0.5,-9,-0.5,0,-0.2,-1
O=C(NCc1ccccn1)C(=O)NCC1OCCN1S(=O)(=O)c1ccc(Cl)cc1 (centres undefined),0.6,-3,3,1.1,-3.4,-1.5,-8,-1.0,-2,0.4,3
COc1ccc(C(C)=O)cc1CSc1nc(C)cc(C)n1,-0.5,0,3,1.3,-3.9,-0.6,13,-1.4,2,0.1,-1
COc1ccc(-c2nn(-c3ccccc3)cc2C(=O)N2CCOCC2)cc1,-0.6,1,2,0.8,0.4,-1.4,5,-0.9,-3,0.3,2
CCCNC(=O)C1(C)CCN(Cc2ccc(OC)c3ccccc23)C1 (centres undefined),nt,-6,9,-2.4,-0.6,-2.4,-18,-1.0,-5,-1.2,-1
CCOC(=O)C1=NNC2(c3ccc(C)cc3)C(=O)N(c3ccc(Cl)cc3)C(=O)C12 (centres undefined),0.1,-3,4,2.0,-1.7,0.3,-5,-1.7,-3,-0.6,-7
CC(OC(=O)Cc1n[nH]c(=O)c2ccccc12)C(=O)Nc1ccc(S(N)(=O)=O)cc1 (centres undefined),2.6,-2,-7,1.3,9.5,0.1,-3,-0.9,1,0.5,1
O=C(Cc1c(F)cccc1Cl)Nc1ccccc1C(=O)N1CCCCC1,2.9,0,2,0.5,1.3,0.5,-4,-1.4,3,0.8,-2
C=CCn1c(COc2ccccc2F)nnc1SCC(=O)N1CC(=O)Nc2ccccc21,0.7,-3,-6,-0.9,-0.3,-1.2,0,-1.2,-2,0.3,2
O=C(Oc1cccc(NC(=O)c2ccco2)c1)c1cccc(S(=O)(=O)N2CCCCC2)c1,-0.6,2,-35,-0.5,2.7,-0.7,21*,-0.5,-2,0.6,2
CSc1ncccc1C(=O)OCC(=O)Nc1cc(C(F)(F)F)ccc1N1CCOCC1,-0.5,-6,0,3.9,-2.7,-2.2,2,-1.8,-2,0.6,2
CC(C)OC(=O)c1cc2c(ccn2C)n1CC(=O)N(Cc1ccccc1)c1ccc(F)cc1,-2.2,6,-2,-3.8,-2.0,-4.0,-3,-1.4,-4,-0.9,-6
O=[N+]([O-])c1ccc(/C=N/Nc2ncccc2[N+](=O)[O-])s1,3.2,-7,5,-0.6,0.1,0.4,-5,-0.6,-2,-0.1,0
CCOC(=O)Cc1csc(NC(=O)c2ccc3ncsc3c2)n1,0.2,-6,2,2.1,7.8,-1.1,-11,-0.6,1,0.3,0
COc1cccc(CNCCO)c1OCc1ccccc1,-0.9,nt,7,1.4,-2.4,-1.3,-5,-1.2,-3,-0.3,nt
CCCCc1cc(=O)oc2c(CN3CCN(C)CC3)c(O)ccc12,0.4,4,-13,0.0,0.6,-2.6,i,-0.5,-1,-0.4,3
CN1CCC23c4ccccc4NC1C21CCN(C)C3Nc2ccccc21,0.6,-5,8,-1.9,-2.2,0.0,-16,-1.0,4,1.7,-1
CN(CCCN1CCCCC1)C(=O)c1cc(COc2ccc(F)cc2F)on1,1.7,-3,1,2.5,0.4,0.1,6,-0.8,-1,1.8,5
Cc1ccc(C)c(NC(=O)CCc2ccc(S(=O)(=O)NC3CCCCC3)cc2)c1,-1.0,2,-23,-0.5,-3.1,-0.8,6,-1.2,-1,-0.6,-1
CCC1CCCCN1S(=O)(=O)c1ccc(NC(=O)c2cccnc2)cc1 (centres undefined),-0.2,-8,-1,-1.8,0.9,-1.9,1,-0.9,-2,1.2,-3
Cc1ccc(C)c(N2N=C(C(=O)Nc3ccc(S(=O)(=O)N4CCCC4)cc3)CCC2=O)c1,0.7,-8,-13,-1.1,3.1,-0.6,5,-0.8,2,0.2,-1
Cc1ccc(C(=O)N/C(=C\c2ccccc2)C(=O)NCc2cccnc2)cc1,-0.6,2,2,-1.1,-3.9,-0.7,-7,-1.3,-4,-0.7,2
O=C(/C=C/c1ccccc1)Nc1cccc(C(=O)NCCCCc2ccccc2)c1,-2.7,1,-32,-1.2,2.3,-0.9,17,-0.6,-3,-1.5,-4
COC(=O)C1CCN(C(c2ccc(OC)c(OC)c2)c2sc3nc(C)nn3c2O)CC1 (centres undefined),0.5,-1,2,-0.8,0.7,-2.1,-2,-0.9,7,0.0,-1
O=C(/C=N/O)Nc1ccccc1,0.1,0,-4,2.0,3.6,2.0,-3,-1.1,-3,-0.6,5
Cc1ccc(N2C(=O)NC(NS(=O)(=O)c3ccc(C)cc3)(C(F)(F)F)C2=O)cc1 (centres undefined),-0.3,4,2,0.9,-0.5,2.1,-2,-0.8,-3,1.5,4
CCCC(=O)NC(c1ccccc1)c1ccc2cccnc2c1O (centres undefined),-6.6,-2,29*,-7.3,-12,-1.2,-2,-2.3,-4,-2.0,-4
CCNC(=O)N1CCC(n2nccc2NC(=O)CCCc2ccccc2)CC1,0.1,3,-1,-0.3,-1.4,3.0,0,-0.5,-1,1.7,-1
CN1CCN(S(=O)(=O)c2ccc(NC(=O)COc3ccccc3)cc2)CC1,-0.7,1,6,2.4,4.6,-1.9,15,-0.9,0,0.0,0
CCOc1ccc(-n2c(SCC(=O)c3ccccc3Cl)nnc2-c2ccncc2)cc1,nt,-6,-49,nt,1.1,-0.2,9,-0.9,-2,-0.9,-4
NS(=O)(=O)c1ccc(NC(=S)NC(=O)c2ccc3c(c2)OCO3)cc1,1.5,0,7,3.2,6.5,-0.1,3,-1.4,6,0.1,0
CC1(C(=O)NS(=O)(=O)c2ccc3c(c2)CCO3)CCN1C(=O)COc1ccc(Cl)cc1 (centres undefined),nt,-4,17,0.1,-4.2,-0.6,-16,-0.5,-2,-1.2,-1
Cc1cc(Nc2ccc(C)c(C)c2)c2ccccc2n1,-1.3,-7,-7,-1.6,-3.0,-4.1,7,-1.7,0,-0.5,0
COc1ccc2cc3cc(C(=O)N4CCN(c5ccccn5)CC4)oc3nc2c1,0.7,9,6,0.4,0.3,-1.4,-41,-1.2,6,-0.3,10
CC(=O)c1cccc(-c2ccnc3c2CC(C(=O)Nc2cccc(NS(C)(=O)=O)c2)O3)c1 (centres undefined),nt,-1,5,-1.4,1.6,-0.8,-15,-0.5,-4,-1.0,4
COC(=O)CNC(=O)CSc1nnc(C)c(=O)[nH]1,-0.2,1,13,3.2,-1.2,-2.6,-8,-0.8,-2,-0.5,0
Cc1cccc(Nc2nc(C)nc3c2oc2ccccc23)c1,1.7,2,-4,0.1,-2.7,-1.6,-25,-1.4,-1,-0.8,16
O=C(NCc1ccc2c(c1)OCO2)C1CCCN1S(=O)(=O)c1ccc(F)cc1 (centres undefined),-0.1,7,12,0.6,0.0,-0.3,-3,-0.9,-5,-0.2,-4
CCN1C[C@@H]2[C@@H]3C(=O)N(C)C(=O)[C@@H]3[C@](C)(C1=O)N2C(=O)c1ccc(C(F)(F)F)cc1,0.8,6,4,-1.2,0.1,-0.9,1,-0.9,-1,-0.3,1
CCOc1ccc(C(=O)NC2CCN(C(=O)Nc3ccc(F)cc3)CC2)cc1,0.7,-2,1,1.5,-0.4,0.5,3,-0.8,-3,0.3,-2
Cc1occc1C(=O)NNS(=O)(=O)c1ccc([N+](=O)[O-])cc1,2.2,8,3,0.4,1.1,-0.8,11,-1.7,1,-0.2,1
C=CCC[C@H](Cc1ccc(F)cc1)C(=O)OC[C@@H](NC(=O)[C@@H](CC=C)CC(=O)N(CCO)Cc1ccccc1)C(C)(C)C,0.4,-8,-20,-3.9,-2.0,-0.8,19,-1.6,-1,-0.7,-9
O=C(CCS(=O)(=O)c1ccccc1)N1CCN(c2cccc(C(F)(F)F)c2)CC1,-1.1,1,6,1.0,-2.4,-1.4,-2,-1.5,-1,-3.3,-4
COc1cc(OC)c(C2N(c3ccc(Cl)cc3)C(=O)C3CCCN32)cc1OC (centres undefined),0.8,-9,-6,2.5,-0.9,-0.9,-29,-1.7,0,-0.4,-4
# Following part
SMILES,DAX1 inh-1,NPR2 activator,sPLA2-III inh,GAA850 FXN act,hgDAF-12 ag,hcDAF-12 act,ADAM10 inh,ssDAF12 agonist,SMARCA2 activ,DAX1 inh-2,NPR1 activator
O=C(CCCCn1c(=O)[nH]c2ccsc2c1=O)NCCc1ccccc1,-2.0,-9,1,1.7,3.2,0.0,3,0.0,1,0.6,-5
O=C(Nc1ccc(C(=O)Nc2ccccc2Cl)cc1)c1cccnc1,-2.9,8,3,1.9,-1.4,0.2,-8,-1.2,-2,-8.2,0
O=C(NNC(=S)Nc1ccccc1Cl)c1ccccc1,3.0,-4,4,4.3,14*,3.4,8,0.6,5,15*,4
O=[N+]([O-])c1cc(S(=O)(=O)N2CCOCC2)ccc1NS(=O)(=O)c1ccccc1,1.8,5,-2,1.6,-2.5,1.1,-15,-0.3,-3,0.8,2
CC1(C)CC2(CCO1)CNC(=O)O2 (centres undefined),0.3,4,3,-0.4,-0.4,1.2,1,-1.0,1,-0.3,1
CC1(c2nnc(-c3ccc(F)cc3)o2)CC(c2cccnc2)=NO1 (centres undefined),1.0,8,-6,0.4,0.3,-0.4,-2,-1.4,0,-0.2,3
COCc1nnc(NC(=O)c2ccc(S(=O)(=O)N(C)Cc3ccccc3)cc2)o1,0.0,4,-3,-1.4,-0.3,5.3,5,-1.0,0,-0.6,2
COC(=O)CSc1nc2ccc(N)cc2s1,-0.4,-5,-1,0.5,-0.5,0.5,-10,-0.4,0,1.3,-3
